# Screening results as filed in PubChem.
# ERK EGF inh = qHTS Assay for Inhibitors of the ERK Signaling Pathway using a Homogeneous Screening Assay; Stimulation with EGF. HEK293-V1b, EGF-stimulated phospho-ERK AlphaScreen. Potency, µM (titrated, usually from 11.5 µM), for the others: top-dose activity change, negative = inhibition, usual class: inhibitors. 0.41% of 130,000 active. AID 1454, 2008; active means well fitted inhibition curve with a large enough effect; inconclusive means small, poorly fitted or top-dose-only effect, or effect the other way;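 further: plate controls were stimulated vehicle wells for no effect and unstimulated vehicle basal for full effect; nearly all actives have a fitted effect of over 55% in size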
#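 After overnight plating in 1% FBS, HEK293-V1b cells received test compound for half an hour, then a 5 min pulse of EGF (25 nM); ERK phosphorylation in lysates was read by bead-based AlphaScreen.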
# Starred values were filed as active, the others as inactive; ? = inconclusive; [ ] = dose if it differs, or a comment. Potency means the concentration at half of the fitted maximal effect.
# The opening 6 records (preview)
ERK EGF inh,structure
-7%,C=CCn1c(SCC(=O)NC2CCCCC2)nnc1-c1ccc(OC)cc1
20%,CC(C)=CCCC(C)C1CC[C@@]2(C)C3=C(CC[C@@]12C)C1(C)CCC(O)C(C)(C)C1CC3 (stereo partly drawn)
2%,COCCCNc1ncnc2ccc(C)cc12
-6%[57.5 µM],Nc1nc(Cl)cc(Nc2ccccc2Cl)n1
-5%,CCCCN(CC)C(=O)c1ccc(Cl)cc1
1%,O=C(Nc1ccccc1F)c1ccc(CSc2ccccc2)o1

# All compounds of this part, previewed entries included:
ERK EGF inh,structure
-7%,C=CCn1c(SCC(=O)NC2CCCCC2)nnc1-c1ccc(OC)cc1
20%,CC(C)=CCCC(C)C1CC[C@@]2(C)C3=C(CC[C@@]12C)C1(C)CCC(O)C(C)(C)C1CC3 (stereo partly drawn)
2%,COCCCNc1ncnc2ccc(C)cc12
-6%[57.5 µM],Nc1nc(Cl)cc(Nc2ccccc2Cl)n1
-5%,CCCCN(CC)C(=O)c1ccc(Cl)cc1
1%,O=C(Nc1ccccc1F)c1ccc(CSc2ccccc2)o1
1%,CNc1ccc(C2(O)C(=O)c3ccccc3C2=O)cc1
5%[57.5 µM],CCOC(=O)C1CCCN(C(=O)c2cccc(S(=O)(=O)N3CC(C)OC(C)C3)c2)C1 (stereo not drawn)
1%,NC(=NCc1ccc2c(c1)OCO2)NC(=O)c1ccccc1
-3%,CN1CCN(CC(O)COCCOc2ccc(Br)cc2)CC1 (stereo not drawn)
-8%[57.5 µM],O=C(Nc1nc(-c2cccnc2)cs1)c1ccc([N+](=O)[O-])cc1
24%,c1cnn(-c2cncc(-n3cccn3)n2)c1
1%,CC1CN(Cc2nnc(-c3ccccc3)o2)CC(C)O1 (stereo not drawn)
-13%[57.5 µM],Cc1nc(-c2ccc(Cl)cc2)sc1C1(C)CC(c2ccc([N+](=O)[O-])cc2)=NO1 (stereo not drawn)
-7%[57.5 µM],Cn1c(=O)[nH]c(=O)c2c1nc(Br)n2C/C=N/NC(=O)c1ccccc1
20%[57.5 µM],CC1CCN(c2c(NCC3CCC(C(=O)NC4CCCCCC4)CC3)c(=O)c2=O)CC1 (stereo not drawn)
-14%[57.5 µM],S=C1NC[C@H](CC2CCCCC2)N1CC1CCCCC1
-18%,O=C(CCn1c(=O)[nH]c2ccccc2c1=O)NCCSCc1ccccc1
-8%,COc1cccc([C@@H]2Oc3ccc(OC)cc3C[C@H]2O)c1
25%,CCCCCOc1ccc(NC(=O)C2OC3OC(C)(C)OC3C3OC(C)(C)OC23)cc1 (stereo not drawn)

# Pulled by structure from the list above (5):
ERK EGF inh,structure
24%,c1cnn(-c2cncc(-n3cccn3)n2)c1
25%,CCCCCOc1ccc(NC(=O)C2OC3OC(C)(C)OC3C3OC(C)(C)OC23)cc1 (stereo not drawn)
1%,CC1CN(Cc2nnc(-c3ccccc3)o2)CC(C)O1 (stereo not drawn)
-7%[57.5 µM],Cn1c(=O)[nH]c(=O)c2c1nc(Br)n2C/C=N/NC(=O)c1ccccc1
20%[57.5 µM],CC1CCN(c2c(NCC3CCC(C(=O)NC4CCCCCC4)CC3)c(=O)c2=O)CC1 (stereo not drawn)

# (next part)
ERK EGF inh,structure
-3%,Cc1ccc2c(c1)C(=O)C(=O)N2CC(=O)Nc1ccc(N2CCOCC2)cc1
11%,CCCc1nc2c([nH]1)C(c1cccnc1)C(C#N)=C(N)O2 (stereo not drawn)
-7%[57.5 µM],O/N=C/c1ccc2cccc(O)c2n1
-8%[57.5 µM],COc1cc(NC(=S)N(C)CCC#N)c(OC)cc1Cl
?,CCCOc1ccc(C(=O)ON=C2CCN(C)CC2)cc1
1%,Cc1cccc(C(=O)NC(=S)NNC(=O)c2ccc(Cl)cc2)c1
15%[57.5 µM],CCOC(=O)c1cc(-c2c(Cl)cccc2Cl)no1
-5%[57.5 µM],COc1ccccc1NS(=O)(=O)c1cc(NC(=O)c2cccs2)ccc1N1CCOCC1
6%,CC(=O)Nc1ccc(S(=O)(=O)Nc2nc3ccccc3nc2Nc2ccccc2)cc1
-1%,Cc1cc(C)c2nc(/N=C(\N)NC(=O)Nc3ccccc3)nc(C)c2c1
11%,C/C(=N\Nc1ccc([N+](=O)[O-])cc1[N+](=O)[O-])C(C)(C)C(C(=O)O)C(=O)O
16%,Cc1cccc(CNc2cc(-c3cccnc3)ncn2)c1
?,COc1ccc(C(=O)c2sc3nc(-c4ccccc4)ccc3c2N)cc1
-3%,CCCOc1ccc(CC2CCC(=O)NC2=O)cc1 (stereo not drawn)
-8%,COc1ccc(CN(Cc2ccc(C(=O)O)cc2)C(=S)Nc2ccccc2Cl)cc1OC
-4%,C=C(C(C)=O)C(O)c1ccc(C(F)(F)F)cc1 (stereo not drawn)
3%,CCCn1c(=O)[nH]c(=O)c2c1nc(-c1ccc(OC)c(Br)c1)n2CCOC
6%[57.5 µM],CCOC(=O)N1CCN(C(=O)c2ccc(Cn3c(=S)[nH]c4cc(OCC)c(OCC)cc4c3=O)cc2)CC1
-4%,Cc1ccc(C(=O)NC2CC3CCCC(C2)N3C(=S)NCc2ccco2)cc1 (stereo not drawn)
-9%,COc1ccc(N(CC(=O)NCCC2=CCCCC2)S(=O)(=O)c2ccccc2)cc1OC
-12%,Nc1nc(N)c2ncc(C(=O)CCc3ccccc3)nc2n1
-2%,CC(C)OC(=O)CSc1nnc(-c2cnccn2)n1C
?,COc1ccccc1N1CCN(C(CNS(C)(=O)=O)c2cccnc2)CC1 (stereo not drawn)
-13%,CC12C=C(/C=C/c3ccc(Br)cc3)C(C)(C1)[C@H](c1ccc(Br)cc1)CC2=O (stereo partly drawn)
0%,Cc1cc(C(=O)COC(=O)c2ccncc2)c(C)n1CCc1ccc(F)cc1
-8%,COc1cccc(CN(C)C(=O)CCc2nnc(-c3ccsc3)o2)c1
3%,O=C(NC1CCS(=O)(=O)C1)C1C2CC3CC(C2)CC1C3 (stereo not drawn)
-8%,Cc1nn(C)c(Cl)c1CN1CCCC(CO)(Cc2cccc(Cl)c2)C1 (stereo not drawn)
0%,CC(NC(=O)Nc1ccccc1)C(c1ccccc1)N1CCOCC1 (stereo not drawn)
8%,CCOc1cc(C)c(Cl)cc1S(=O)(=O)NCCOC
6%,CN(c1ccccc1)C1CCCCC1NS(=O)(=O)c1ccc(Cl)cc1 (stereo not drawn)
10%,CCNC(=O)c1ccc(C2SCC(=O)N2CCc2ccccc2)cc1 (stereo not drawn)
-1%[57.5 µM],CCOc1ccc(C(=O)Nn2cnnc2)cc1OCC
-8%[57.5 µM],CCn1ccnc1CN(C)Cc1cn(-c2cccc(C)c2)nc1-c1cccc(F)c1
?,O=[N+]([O-])c1ccc(N=NNc2ccccc2)cc1
-1%,Cn1cccc1/C=N/NC(N)=S
-2%,COc1ccc(OCC(=O)N/N=C(\C)CC(=O)Nc2cccc([N+](=O)[O-])c2)cc1
0%,COc1ccc(N2CCN(C(=O)C3=NNC(=O)CC3)CC2)cc1
-4%,COc1ccc(NC(=O)COC(=O)c2ccc(F)cc2F)cc1
5%,Cc1ccc(N(CC(=O)NCCSCc2ccco2)S(=O)(=O)c2ccc(F)cc2)cc1
3%,COc1ccc(C2CC(c3ccccc3)=NN2C(=O)COC(=O)c2cccnc2Cl)cc1 (stereo not drawn)
1%,CN(Cc1ccccc1)C(=O)COC(=O)CCNC(=O)c1ccccc1Cl
-3%[57.5 µM],Cc1ccc(Sc2ccc(N)cn2)cc1
9%[57.5 µM],O=C1c2cccc3cc([N+](=O)[O-])cc(c23)C(=O)N1CCN1CCCC1
0%,Cc1ccc(OCCOc2cccc(Br)c2)c([N+](=O)[O-])n1
-4%[57.5 µM],COc1ccc(N=Cc2cc(Cl)ccc2O)cc1Cl
12%,COCCn1c(C(=O)N2CCCC2)cc2c1C[C@H]1CN(C(=O)c3ccccc3)[C@@](Cc3ccccc3)(C(=O)OC)[C@@H]21
?,O=[N+]([O-])c1cccnc1SCc1c(F)cccc1Cl
-4%,O=C(NCc1ccncc1)c1nc(-c2cccs2)no1
-4%[57.5 µM],CCOC(=O)N1CCC(NS(=O)(=O)c2ccccc2)CC1

# More entries follow:
ERK EGF inh,structure
-1%,Cc1ccc(CSc2nnc(-c3cccc(S(=O)(=O)N4CCOCC4)c3)n2C2CCCC2)cc1
0%[57.5 µM],Cc1nn(-c2ccccc2)nc1C(=O)NNC(=O)c1cccc2ccccc12
5%,COc1cc(OC)c(NC(=O)C(=O)CC(=O)c2ccc(C)cc2C)cc1Cl
0%,O=C(O)CNC(=O)/C=C/c1c(Cl)cccc1Cl
-1%,CN1CCN(c2ccc(-c3ccc4ccccc4n3)cc2)CC1
-2%,CCC(C(=O)Nc1cc(C(=O)O)ccc1C)c1ccccc1 (stereo not drawn)
16µM*,CCN1C(=O)/C(=C2/C=Cc3ccccc3N2CC)SC1=S
6%,CCCOc1ccc(C2c3c(oc4cc(C)c(C)cc4c3=O)C(=O)N2CCCN(C)C)cc1OCC (stereo not drawn)
-11%[57.5 µM],O=c1c2nnn(-c3ccccc3)c2ncn1C/C=C/c1ccccc1
?,CCN(CC)c1ccc(/C=N/N(c2ccccc2)c2ccccc2)c(O)c1
2%,CS(=O)(=O)N1CCC(C(=O)Nc2cccc(Cl)c2)CC1
-6%[57.5 µM],NC(=O)CC(NC(=O)c1ccccc1)c1ccc(NC2CCCCC2)c([N+](=O)[O-])c1 (stereo not drawn)
-1%,Cc1sc2c3ccsc3ccc2[n+]1C
-16%,Cc1cccc(CSc2nnc(N)n2-c2ccccc2)c1
11%[57.5 µM],O=C(Nc1nccs1)C(F)(F)C(F)(F)C(F)(F)C(=O)Nc1nccs1
-1%,COC(=O)c1ccc(C(NC(=O)OCc2ccccc2)/C(F)=C/[C@@H](C)C(=O)NCc2cccnc2)cc1 (stereo partly drawn)
7%,CN(C)S(=O)(=O)c1cc(NC(=O)COC(=O)C2CSC3(C)CCC(=O)N23)ccc1Cl (stereo not drawn)
-4%,CC(C)c1ccc(/C=N\NC(=O)c2ccc(Cn3cccn3)o2)cc1
8%,O=C(N/N=C/c1ccc2c(c1)OCO2)C(O)c1ccccc1 (stereo not drawn)
5%,COCCN(C(=S)Nc1ccc(C)c(C)c1)C(C)c1ccco1 (stereo not drawn)
6%[57.5 µM],COC(=O)c1c(C)[nH]c(/C=N/Nc2ccccc2)c1C
-5%,Cc1cccc(OCC(=O)N2CCN(C(=O)c3ccco3)CC2)c1
-12%[57.5 µM],C#Cc1ccc([C@@H]2C=C(C(=O)OCC=C)O[C@H](OCC)[C@H]2CCCO)cc1
2%,COc1ccc(S(=O)(=O)N2CCOCC2)cc1NC(=O)Cc1ccccc1Cl
-2%[57.5 µM],COc1ccccc1C1CCN(c2ccc([N+](=O)[O-])c(OC)c2)CC1
-14%[57.5 µM],Cc1csc(SCC(=O)Nc2cc(S(=O)(=O)N3CCOCC3)ccc2N2CCOCC2)n1
-1%,COc1ccccc1N/C=C(\C#N)c1nc2ccccc2[nH]1
?,Cc1ccc(S(=O)(=O)NC(C)(C)CN2CCC(Cc3ccccc3)CC2)cc1
3.5µM*,Cc1ccc2ncnc(Nc3ccccc3)c2c1
-4%,COc1ccc(N(CC(=O)N2CCc3ccccc3C2)S(=O)(=O)c2ccccc2)cc1
?,COc1ccc(N/N=C(/C(N)=O)C2=NC(C)(C)Cc3ccccc32)cc1
-1%,CN(C)C(=O)/C(=C/c1cn(-c2ccccc2)nc1-c1cccc([N+](=O)[O-])c1)NC(=O)c1ccccc1
-14%[57.5 µM],Cc1c(NC(=O)c2cccc(NS(C)(=O)=O)c2)c(=O)n(-c2ccccc2)n1C
-1%,NC(=O)c1cc(-c2ccncc2)nc2ccc(Cl)cc12
-1%,COc1ccc(OC)c(NC(=O)Nc2nnc(N3CCC(C)CC3)s2)c1
?,COc1cc(CNc2ncnc3c2[nH]c2ccc(C)cc23)cc(OC)c1
28%,Nn1c(SCC(=O)Nc2ccc3c(c2)OCO3)nnc1C(F)(F)F
?,COc1ccc(C2=NN(CN3C(=O)C(=O)c4ccccc43)C(c3cccc([N+](=O)[O-])c3)C2)cc1 (stereo not drawn)
-18%,S=C(Nc1ccccc1Cl)N1CCCCCC1
2%,O=C1NC2(CCC3(CC2)OCCO3)NN1c1ccc(Cl)cc1
-4%[57.5 µM],Cc1cc(N2CCN(Cc3nc(-c4ccc(F)cc4)oc3C)CC2)cc(C)n1
-11%,CCOC(=O)c1sc(NC(=O)COc2ncnc3ccccc23)c(C(=O)OCC)c1C
2%,CCN1C(=O)C(CC(=O)Nc2ccccc2)N(Cc2ccccn2)C1=S (stereo not drawn)
-4%,Cc1ccc[n+](CC(=O)Nc2cccc([N+](=O)[O-])c2)c1
-3%,CCC(CC)NCc1ccc2c(c1)c1ccccc1n2CC
7%,O=C(N/N=C/c1cccc(OC(=O)c2ccco2)c1)c1ccc(F)cc1
-6%,CN(Cc1cc2cc(F)ccc2[nH]1)Cc1nc(-c2cnccn2)no1
2%,COc1ccc2c(c1)C(=O)[C@H](OC(=O)N[C@H](C)C1CCCCC1)[C@@H](c1ccc(OC)c(Br)c1)O2
-13%[57.5 µM],COc1cccc(CN2CCN(c3nc4nonc4nc3N3CCCCC3)CC2=O)c1
2%[57.5 µM],Nc1cccnc1Oc1ccc(F)cc1F

# Some of the compounds tested; count on the stated rates, not on these rows.
